Screens as filed in PubChem BioAssay.
zVAD death inh – inhibitors of zVAD-triggered necroptosis, primary screen, L929 cells; L929 zVAD necroptosis rescue, ATP luminescence, 24 h; with zVAD 60 µM; viability rescue, % at 10 µM; 220,000 tested, 0.38% active;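 active means activation, scaled between plate controls, above about 75%, limit read from the data; inactive means activation under that limit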;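 further: 0% = zVAD with DMSO and 100% = DMSO alone without zVAD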
14-3-3 Bad PPI – inhibitors of 14-3-3 zeta/Bad binding, primary screen, biochemical, TR-FRET, bovine 14-3-3 zeta. TR-FRET 14-3-3zeta/Dy647-pBad peptide displacement, 1 h. inhibition, % at 21.7 µM. 14-3-3 protein zeta/delta (Bos taurus), P63103. 220,000 tested, 0.71% active. AID 781, 2007;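 active means inhibition above about 70%, limit read from the data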;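 further: 0% = full 14-3-3 plus peptide FRET controls and 100% = background without 14-3-3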
EP2 modulator – EP2 receptor modulators, cAMP readout, primary screen, cell-based, HTRF cAMP, PGE2 stimulation. induction, % at 25 µM. 260,000 tested, 0.83% active. EP2-expressing cells, cAMP HTRF FRET, PGE2 co-stimulation. AID 940, 2007. Prostaglandin E2 receptor EP2 subtype (Homo sapiens), P43116;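 active means compounds whose cAMP rise, as percent of the full-agonist control response, exceeds 60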;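 further: rat C6 glioma line stably carrying human EP2 under a CMV promoter; the protocol text gives 20 µM as final concentration; 100% = response of wells given 1 µM PGE2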
Target sequence (P43116 whole entry, looked up): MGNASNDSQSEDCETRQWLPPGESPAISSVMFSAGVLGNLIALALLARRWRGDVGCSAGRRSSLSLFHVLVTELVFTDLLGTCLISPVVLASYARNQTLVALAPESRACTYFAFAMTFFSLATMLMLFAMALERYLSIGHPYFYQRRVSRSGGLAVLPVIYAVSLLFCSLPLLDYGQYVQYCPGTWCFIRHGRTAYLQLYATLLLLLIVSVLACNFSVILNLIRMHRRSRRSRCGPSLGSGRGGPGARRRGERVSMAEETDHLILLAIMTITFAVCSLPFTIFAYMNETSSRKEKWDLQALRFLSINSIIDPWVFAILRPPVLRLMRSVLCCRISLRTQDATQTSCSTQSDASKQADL
PGE2 EP2 inh – human EP2 receptor antagonists, primary screen, TR-FRET cAMP, C6 glioma cells; C6 glioma cells expressing human EP2; cells stimulated with saturating PGE2; 260,000 tested, 0.52% active; inhibition, % at 25 µM; Prostaglandin E2 receptor EP2 subtype (Homo sapiens), P43116;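 active means percent inhibition above 40 after rounding to a whole number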;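 further: rat C6 glioma host cells with rolipram phosphodiesterase inhibitor present; the protocol text gives 20 µM as final concentration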
Hck-Nef inh – inhibitors of Nef-activated human Hck kinase, primary screen, biochemical, Z-Lyte FRET, 384-well, Hck-YEEI; Tyrosine-protein kinase HCK (Homo sapiens), P08631; Recombinant Hck-YEEI plus Nef, Z-Lyte FRET kinase assay; inhibition, % at 20 µM; 220,000 tested, 0.68% active; AID 463187, 2010;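 active means Hck-Nef kinase inhibition above about 50%, limit read from the data; inactive means inhibition below that limit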;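 further: 0% = DMSO with Hck plus Nef and 100% = Hck alone without Nef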
Target sequence (P08631 whole entry, looked up): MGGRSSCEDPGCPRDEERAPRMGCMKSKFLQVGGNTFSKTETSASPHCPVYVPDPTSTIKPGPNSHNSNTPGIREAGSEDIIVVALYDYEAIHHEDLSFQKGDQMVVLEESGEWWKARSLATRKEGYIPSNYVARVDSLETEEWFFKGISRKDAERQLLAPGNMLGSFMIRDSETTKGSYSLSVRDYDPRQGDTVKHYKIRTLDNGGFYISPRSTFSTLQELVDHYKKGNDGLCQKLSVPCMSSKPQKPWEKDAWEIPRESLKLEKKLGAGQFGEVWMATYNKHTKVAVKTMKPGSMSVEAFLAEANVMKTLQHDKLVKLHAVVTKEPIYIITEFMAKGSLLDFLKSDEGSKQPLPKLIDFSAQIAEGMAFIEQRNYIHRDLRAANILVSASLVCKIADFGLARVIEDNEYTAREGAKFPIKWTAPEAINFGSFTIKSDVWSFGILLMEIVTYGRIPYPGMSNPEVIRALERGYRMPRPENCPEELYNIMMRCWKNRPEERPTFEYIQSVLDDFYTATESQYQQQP
TbHK1 inh – Trypanosoma brucei hexokinase 1 inhibitors, primary screen, biochemical, G6PDH-coupled NADH absorbance, MLSCN library; hexokinase 1 [Trypanosoma brucei]; recombinant TbHK1, G6PDH-coupled NADH A340; inhibition, % at 10 µM; 220,000 tested, 0.11% active; AID 1430, 2008;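 active means inhibition of 50% or more in the single-dose primary screen; inactive means inhibition below 50%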
Rad51 HR inh – human RAD51 strand exchange inhibitors, primary screen, biochemical, fluorescence; DNA repair protein RAD51 homolog 1 (Homo sapiens), Q06609; hRad51 DNA strand exchange, fluorescence dequenching; inhibition, % at 10 µM; 200,000 tested, 0.085% active; AID 1385, 2008;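 active means inhibition above 40% at the single screening dose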;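 further: 0% = DMSO control wells and 100% = blanks with heterologous ssDNA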
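Material: hRad51 filaments on single-stranded DNA; Reagent: Donor/quencher-labelled 47-bp dsDNA substrate; Compound: 10 µM final, single point; Schedule: 37 °C 15-min filament assembly, 30-min compound preincubation, 15-min exchange; Technique: FRET fluorescence, excitation 485 nm, emission 520 nm; Benchmarks: control wells and blank wells on each plate.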
Calpain2 inh – inhibitors of pig calpain II, primary screen, biochemical, fluorogenic peptide substrate, 1536-well; purified calpain II, 30 min; inhibition, % at 16 µM; 220,000 tested, 0.37% active; AID 1236, 2008;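 active means inhibition above about 50%, limit read from the data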
eIF4E 4G PPI – eIF4E–eIF4G protein interaction inhibitors, primary screen, biochemical, uHTS, TR-FRET, eIF4GI fragment; 220,000 tested, 0.37% active; inhibition, % at 21.7 µM; TR-FRET eIF4E-eIF4GI(517-606) binding, 2 h; Eukaryotic translation initiation factor 4E (Mus musculus) + Eukaryotic translation …;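 active means inhibition above about 30%, limit read from the data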;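 further: 0% = full FRET control wells and 100% = background wells lacking eIF4GI fragment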
Numbers without * were called inactive; i = inactive; · = no result given; & = joins results of further samples; [ ] = remark or other dose. Only part of the results is shown; count on the stated rates, not on these rows.

SMILES	zVAD death inh	14-3-3 Bad PPI	EP2 modulator	PGE2 EP2 inh	Hck-Nef inh	TbHK1 inh	Rad51 HR inh	Calpain2 inh	eIF4E 4G PPI
CCC(C)Sc1nc(O)cc(=O)[nH]1 (stereo not given)	-0.4	1	-7	9	-1	-8	4	-15	-6
Cc1cc(C(=O)NC(C)c2ccc3c(c2)OCO3)cs1 (stereo not given)	0.7	6[fluorescence artefact?]	-5	8	6	7	1	-32	4[fluorescence artefact?]
Cc1csc(NC(=O)C2C3C=CC(C3)C2C(=O)O)n1 (stereo not given)	-0.9	1[fluorescence artefact?]	1	8	-21	0	9	-26	-12[fluorescence artefact?]
Cc1ccc(-n2c(SCC(=O)N3CC(=O)Nc4ccccc43)nc3ccccc3c2=O)cc1C	1.2	-6[fluorescence artefact?]	17	3	0	-10	3	-56	5
O=C(c1cc2ccccc2o1)N1CCN=C1SCc1cccnc1	39	6	16	13	7	7	5	10	0
Cc1ccc(CN(C(=O)Cn2nnc3ccccc32)C(C(=O)NCc2ccco2)c2cccs2)cc1 (stereo not given)	-0.6	-7	25	14	1	-2	1	-30	1
N/C(CCN1CCOCC1)=N/O	1.4	9	9	3	1	1	-1	2	2
Cc1cc(=O)oc2ccc(OC(=O)CC(C)C)cc12	1.3	-3	8	10	-5	-3	-6	35	-5
C/C(CC(=O)Nc1cccc(Cl)c1)=N\NC(=O)Cc1ccc(Cl)cc1	0.2	10	-4	4	2	4	0	-29	3
CCN(CC)S(=O)(=O)c1ccc(N2CCOCC2)c(NC(=O)Cc2cccc3ccccc23)c1	-0.2	2[fluorescence artefact?]	4	7	10	23	4	16	11
Cc1ccc(C(=O)c2cc(C)sc2NC(=O)CN2CCN(C(=O)c3ccco3)CC2)cc1	-0.2	-5	28	9	0	-1	4	39	-12
COc1ccccc1NC(=S)Nc1cccc(F)c1	-0.1	-2	-14	7	1	0	4	-27	-2
CCN1CCN(C(=O)NC2CC(=O)N(c3ccc(OC)cc3)C2)CC1 (stereo not given)	2.5	-3	9	7	26	-7	4	-25	-2
O=C(/C=C/c1ccco1)Nc1ccc(S(=O)(=O)N2CCOCC2)cc1	-1.0	-14	-12	6	34	-38	-118	-26	0
Cn1cccc1C(C(=O)NC1CCCCC1)N(C(=O)Cc1cccs1)C1CC1 (stereo not given)	-0.3	-11[fluorescence artefact?]	34	6	0	3	-5	3	-2
O=C(O)c1ccccc1NN=C1CCCCC1	0.6	5	1	6	2	7	2	10	-4
CCOc1cc(S(=O)(=O)NCc2ccncc2)c(C)cc1C	0.1	-4	3	9	9	-5	32	8	0
CCOC(=O)C1=C(C)NC(C)=C(C(=O)OCC)C1C(=O)OCC(=O)N(C)C	-0.6	3	29	2	32	-17	7	-53	-16
COc1ccc(C(=O)N2CCc3ccccc32)cc1	0.0	1	17	11	0	0	-1	-1	-3
CCN1CC=C2C(C#N)=C(N)C(C#N)(C#N)C(CCc3ccccc3)C2C1 (stereo not given)	-0.2	-5	-6&-74	12&13	17	34	-121	-291	11
COc1ccc(-c2cc(C(=O)N3CCCc4ccccc43)no2)cc1	0.1	-13	-49	·	2	2	·	53*	6
CCN(CC)c1cc(NCCO)c([N+](=O)[O-])c2nonc12	0.0	-6	9	0	56*	-24	·	17	-2
COCCOc1nc2c(c(=O)n(C)c(=O)n2C)n1Cc1cccc(OC)c1	0.2	0	13	12	3	-3	-5	5	-3
Cc1ccc(N(CC(N)=O)C2SC(=O)N(C)C2=O)cc1 (stereo not given)	1.5	80*	15&-3	8&8	-4	-4	-5	10	1
CC(=O)c1cnc(Nc2cccc(C)c2)s1	70	-8	-8	7	41	-32	-2	3	0
Cc1cc(NC(=O)CSc2nc3c(sc4ccccc43)c(=O)n2CCCN2CCOCC2)n[nH]1	7.8	-6	-4	3	-1	-27	-4	14	-7
CC(=O)n1cc(-c2ccncc2)c2ccccc21	43	36[fluorescence artefact?]	7	5	0	-18	-7	-14	0[fluorescence artefact?]
CN1CCN(S(=O)(=O)c2ccc3ccccc3c2)CC1	0.4	3[fluorescence artefact?]	-5	6	7	6	-1	0	1
CS(=O)c1ccccc1-c1nc(-c2ccc(Cl)cc2)no1 (stereo not given)	18	-12	-21	2	26	-5	-21	12	3
CCN(CC)c1ccc(C2=NNC(=O)CC2C)cc1[N+](=O)[O-] (stereo not given)	-0.4	-3	29	3	4	-45	-14	27	0
CCOc1ccccc1NC(=O)C1=C(C)NC(=S)NC1c1cccs1 (stereo not given)	-0.1	8	16	10	5	2	·	-1	-4
O=C(c1cccc(Cl)c1)N1CCC(=O)N(C(COCc2ccccc2)Cc2ccccc2)CC1 (stereo not given)	-0.4	-1[fluorescence artefact?]	37	10	2	-2	-5	-14	0[fluorescence artefact?]
CC(CCc1ccccc1)NC(=O)CSc1nnnn1C (stereo not given)	0.0	15[fluorescence artefact?]	-12	4	-1	1	0	18	14
O=C(COc1ccc(NC(=O)c2ccccc2[N+](=O)[O-])cc1)c1ccc(F)cc1	21	-9	-57	3	18	-1	-5	-13	-1
Cc1c(Cl)c(C(=O)N2CCCC2)nn1C	0.0	3	36	8	1	0	·	-12	-2
Cc1ccc(NC(=S)NCCN(C2CCCCC2)C2CCCC2)cc1	-1.5	-9	-2	9	-11	13	-3	16	-1
CCCCN(C)C(=O)C1CCN(C/C(C)=C/c2ccccc2)CC1	-1.1	46[fluorescence artefact?]	5	10	-5	5	-5	-48	-5[fluorescence artefact?]
CC1C=CCC2C(=O)N(c3ccc(OC(=O)c4cccs4)cc3)C(=O)C12 (stereo not given)	3.7	-9	-30	8	17	0	4	-15	5
COc1cccc(OCc2cc(C3Nc4ccccc4C(=O)N3Cc3ccco3)ccc2OC)c1 (stereo not given)	-0.1	-7	25	11	-7	-7	-10	-80	0
N#C/C(=N/Nc1ccc(S(=O)(=O)N2CCOCC2)cc1)C(N)=O	14	-2	20	9	17	-31	0	5	0
CCOC(=O)c1cc(C#N)c(N2CCCC2)nc1-c1ccccc1	0.5	-10	51	5	4	-1	-4	-67	2
Cc1ccccc1NC(=O)CNc1ccccc1C(=O)NCc1ccco1	-0.2	-3[fluorescence artefact?]	-16	11	-20	1	12	i	-8[fluorescence artefact?]
COc1cccc(NC(=O)Cn2c(=O)c3c(ncn3Cc3ccccc3)n(Cc3ccccc3)c2=O)c1	0.9	·	11	13	-11	-2	13	4	·
COc1ccc(OC)c(Nc2nc(N)nc(-c3cc4ccccc4o3)n2)c1	0.2	3	-23	17	0	-1	-13	1	-28
CCOC(=O)C1CCCN(Cc2ccc(OCC)cc2)C1 (stereo not given)	0.4	37[fluorescence artefact?]	17	18	-18	-5	-3	-33	-9

Individual results from the results shown.
Under Hck-Nef inh, CC1C=CCC2C(=O)N(c3ccc(OC(=O)c4cccs4)cc3)C(=O)C12 (stereo not given) has 17
Under Hck-Nef inh, CCCCN(C)C(=O)C1CCN(C/C(C)=C/c2ccccc2)CC1 has -5

Of the compounds above, these contain a thiophene ring, fused or not.
SMILES	zVAD death inh	14-3-3 Bad PPI	EP2 modulator	PGE2 EP2 inh	Hck-Nef inh	TbHK1 inh	Rad51 HR inh	Calpain2 inh	eIF4E 4G PPI
Cc1cc(C(=O)NC(C)c2ccc3c(c2)OCO3)cs1 (stereo not given)	0.7	6[fluorescence artefact?]	-5	8	6	7	1	-32	4[fluorescence artefact?]
Cc1ccc(CN(C(=O)Cn2nnc3ccccc32)C(C(=O)NCc2ccco2)c2cccs2)cc1 (stereo not given)	-0.6	-7	25	14	1	-2	1	-30	1
Cc1ccc(C(=O)c2cc(C)sc2NC(=O)CN2CCN(C(=O)c3ccco3)CC2)cc1	-0.2	-5	28	9	0	-1	4	39	-12
Cn1cccc1C(C(=O)NC1CCCCC1)N(C(=O)Cc1cccs1)C1CC1 (stereo not given)	-0.3	-11[fluorescence artefact?]	34	6	0	3	-5	3	-2
Cc1cc(NC(=O)CSc2nc3c(sc4ccccc43)c(=O)n2CCCN2CCOCC2)n[nH]1	7.8	-6	-4	3	-1	-27	-4	14	-7
CCOc1ccccc1NC(=O)C1=C(C)NC(=S)NC1c1cccs1 (stereo not given)	-0.1	8	16	10	5	2	·	-1	-4
CC1C=CCC2C(=O)N(c3ccc(OC(=O)c4cccs4)cc3)C(=O)C12 (stereo not given)	3.7	-9	-30	8	17	0	4	-15	5

(listing goes on)
SMILES	zVAD death inh	14-3-3 Bad PPI	EP2 modulator	PGE2 EP2 inh	Hck-Nef inh	TbHK1 inh	Rad51 HR inh	Calpain2 inh	eIF4E 4G PPI
CCn1c(N)nc2ccccc21	0.7	-6	-11	19	5	-3	-11	-8	-8
C=CCSC(CC)(CC)C(N)=O	0.2	0	17	0	4	0	-8	5	3
NC(=O)c1ccccc1NC(=O)CCc1ccccc1	3.9	8	10	7	-1	4	6	14	-3
Cc1sc(NC(=O)c2ccco2)c(C(c2cccnc2)N2CCCC2)c1C (stereo not given)	-0.3	3	44	10	1	-8	2	-13	-1
O=C(c1ccccc1F)N1CCN(S(=O)(=O)c2ccc(S(=O)(=O)N3CCCCCC3)cc2)CC1	-0.9	-5	11	2	24	-13	21	33	-2
CC(=O)N1N=C(c2ccco2)CC1c1cc2ccc(C)cc2nc1Cl (stereo not given)	0.2	-7	-12	9	19	-16	·	-1	0
Cc1cc(Br)ccc1NC(=O)CN1C(=S)NC(C)(C)CC1C (stereo not given)	0.3	-12	5	4	6	10	10	-18	-1
O=C1COc2ccc(C(=O)COC(=O)c3ccco3)cc2N1	0.1	-4	16	9	19	-4	17	-17	-8
C=CCNc1nc2c(c(=O)[nH]c(=O)n2C)n1CCCCC	0.2	-11	47	10	6	-5	-4	-14	-4
Cc1ccc(Sc2ccc(C(=O)NC(C)C)cc2[N+](=O)[O-])cc1	0.1	9	-35	17	2	-2	-9	-3	4
COc1cc(NC(=O)Cn2ccsc2=N)cc(OC)c1	-0.6	11	-25	8	7	-2	-5	21	2
